Bioassay records (PubChem BioAssay)
KB-3-1 cytotox = qHTS assay for MDR1-selective chemotherapeutics: Primary screen using the parental adenocarcinoma cell KB-3-1; KB-3-1 viability, CellTiter-Glo ATP luminescence, 72 h; Potency, µM (top dose mostly 46.1 µM), for the others: at the top dose activity change, negative = cytotoxic, usual class: cytotoxic; 1.4% of 400,000 active; AID 1347075, 2019; note: potency is the fitted concentration of half-maximal effect; % is set by controls: 0 for no effect and ±100 for the full control effect; nearly all actives have a fitted effect of over 60% in size
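KB-3-1 cells, DMEM (no phenol red) + 10% FBS; compound by pin transfer, 72 h, 37 °C. Readout: CellTiter-Glo luminescence after 10 min. Data normalized, curve-fitted.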
MCF10A rerep = A quantitative high throughput screen for small molecules that induce DNA re-replication in MCF 10a normal breast cells; MCF 10A DNA re-replication, Hoechst nuclear intensity, 48 h; Potency, µM (doses to about 46.1 µM), for inactives: at the top dose activity, positive = re-replication, hits mostly activators; 2.9% of 350,000 active; note: potency is the fitted concentration of half-maximal effect; % of control where 0% means no effect; nearly all actives have a fitted effect of over 50% in size
HT1080 IDH1KD tx = qHTS for induction of synthetic lethality in tumor cells producing 2HG: qHTS for the HT-1080-IDH1KD cell line; HT-1080 IDH1 knockdown viability, ATP luminescence, 48 h; Potency, µM (titrated, usually from 46.1 µM), inactives show at the top dose activity, negative = toxicity, actives largely listed as cytotoxic; 2% of 360,000 active;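 note: potency is the fitted concentration of half-maximal effect; 0% = DMSO wells and -100% = cell-free medium wells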
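HT-1080-IDH1KD cells (IDH1 knocked down), 750/well in RPMI with 5% FBS, treated with compound 48 h at 37 degrees C. Viability by CellTiter-Glo luminescence, normalised to DMSO and no-cell wells; concentration-response curves classed.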
HT1080NT lethal = qHTS for induction of synthetic lethality in tumor cells producing 2HG: qHTS for the HT-1080-NT fibrosarcoma cell line; HT-1080-NT fibrosarcoma viability, CellTiter-Glo ATP luminescence, 48 h; Potency, µM (titrated, usually from 46.1 µM), inactives show at the highest dose activity, negative = less viability, usual class: cytotoxic; 1.6% of 360,000 active; AID 686970, 2013;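 note: NT is the 2HG producing partner of a matched IDH1 knockdown line; potency is the fitted concentration of half-maximal effect; 0% = DMSO-treated cells and -100% = media-only wells without cells; nearly all actives have a fitted effect of over 55% in size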
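Read-out is CellTiter-Glo luminescence after 10 minutes at room temperature, following 48 hours' compound treatment of HT-1080-NT cells (750 cells/well, RPMI, 5% FBS, 37 degrees C).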
SW480 rerep = A quantitative high throughput screen for small molecules that induce DNA re-replication in SW480 colon adenocarcinoma cells | 1.8% of 340,000 active | SW480 DNA re-replication, Hoechst DNA content imaging, 48 h | Potency, µM (highest dose often 46.1 µM), for inactives: top-dose re-replication activation, hits mostly activators; note: potency is the fitted concentration of half-maximal effect; % of control where 0% means no effect; nearly all actives have a fitted effect of over 55% in size
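Treated cells incubate 48 hr (37 C, 5% CO2), are stained 40 min with Hoechst, and nuclear fluorescence is enumerated; a rise in nuclei with high DNA signal marks re-replication.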
KB-V1 MDR tox = qHTS assay for MDR1-selective chemotherapeutics: Primary screen using the drug-selected MDR subline cells KB-V1 | KB-V1 MDR cells viability, CellTiter-Glo, 72 h | Potency, µM (top dose mostly 46.1 µM), for inactives: top-dose activity change, negative = cytotoxicity, most hits filed as cytotoxic | 3.4% of 400,000 active; note: potency is the fitted concentration of half-maximal effect; % is set by controls: 0 for no effect and ±100 for the full control effect; nearly all actives have a fitted effect of over 60% in size
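Luminescent ATP read-out (CellTiter-Glo, 10 min) measures survival of drug-selected KB-V1 MDR cells after 72 h, 37 degrees C compound exposure. Medium: phenol-red-free DMEM, 10% FBS. Values from fitted concentration-response curves.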
WRN helicase inh = qHTS for Inhibitors of WRN Helicase | 0.46% of 360,000 active | AID 651768, 2012 | Potency, µM (titrated, usually from 114 µM), without a hit: top-dose activity change, negative = inhibition, usual class: inhibitors | WRN helicase unwinding, fluorescent forked duplex, kinetic | Bifunctional 3'-5' exonuclease/ATP-dependent helicase WRN (Homo sapiens), Q14191; note: potency is the fitted concentration of half-maximal effect; % is set by controls: 0 for no effect and ±100 for the full control effect; nearly all actives have a fitted effect of over 55% in size
Target sequence (Q14191 whole entry, looked up): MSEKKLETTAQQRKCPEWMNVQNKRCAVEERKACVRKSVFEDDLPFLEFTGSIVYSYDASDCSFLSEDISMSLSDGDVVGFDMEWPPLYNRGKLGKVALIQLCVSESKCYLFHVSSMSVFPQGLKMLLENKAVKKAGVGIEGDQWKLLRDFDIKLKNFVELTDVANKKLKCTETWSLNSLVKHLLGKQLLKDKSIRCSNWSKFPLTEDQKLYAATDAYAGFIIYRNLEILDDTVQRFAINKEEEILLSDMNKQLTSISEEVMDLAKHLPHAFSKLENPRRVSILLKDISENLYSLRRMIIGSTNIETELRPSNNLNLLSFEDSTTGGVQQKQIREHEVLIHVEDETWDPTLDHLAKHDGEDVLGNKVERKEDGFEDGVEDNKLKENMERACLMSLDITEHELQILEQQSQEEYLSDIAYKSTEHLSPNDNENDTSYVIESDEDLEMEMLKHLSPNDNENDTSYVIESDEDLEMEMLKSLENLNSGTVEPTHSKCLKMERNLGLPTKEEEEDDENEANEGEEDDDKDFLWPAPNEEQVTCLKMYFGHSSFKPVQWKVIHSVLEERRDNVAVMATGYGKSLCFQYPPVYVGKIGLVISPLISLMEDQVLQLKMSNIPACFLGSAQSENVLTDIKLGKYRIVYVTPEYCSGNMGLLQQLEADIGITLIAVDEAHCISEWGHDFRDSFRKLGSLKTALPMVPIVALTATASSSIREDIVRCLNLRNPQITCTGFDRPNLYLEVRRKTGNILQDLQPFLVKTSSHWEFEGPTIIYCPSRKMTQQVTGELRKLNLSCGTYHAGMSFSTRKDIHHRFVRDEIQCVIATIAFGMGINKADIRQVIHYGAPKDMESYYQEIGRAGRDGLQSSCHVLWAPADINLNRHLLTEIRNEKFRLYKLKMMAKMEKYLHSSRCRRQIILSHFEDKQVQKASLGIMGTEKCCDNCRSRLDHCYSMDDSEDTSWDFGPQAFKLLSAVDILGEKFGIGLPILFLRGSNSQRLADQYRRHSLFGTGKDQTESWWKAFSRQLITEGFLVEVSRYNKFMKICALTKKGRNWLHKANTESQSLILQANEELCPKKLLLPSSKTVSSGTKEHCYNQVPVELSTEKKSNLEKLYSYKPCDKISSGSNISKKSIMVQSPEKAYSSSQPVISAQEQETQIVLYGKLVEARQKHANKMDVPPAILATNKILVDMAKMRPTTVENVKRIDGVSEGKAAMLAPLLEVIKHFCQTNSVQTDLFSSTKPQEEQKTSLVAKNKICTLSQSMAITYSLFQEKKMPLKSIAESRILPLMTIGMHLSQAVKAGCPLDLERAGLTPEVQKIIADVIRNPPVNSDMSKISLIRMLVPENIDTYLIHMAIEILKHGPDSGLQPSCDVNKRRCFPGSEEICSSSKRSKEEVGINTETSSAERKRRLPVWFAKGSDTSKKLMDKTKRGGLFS
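Primary qHTS, 1536-well format. 20 nM WRN + compound, 15 min RT; start with 100 nM forked fluorophore/quencher duplex, 2 mM ATP (final); kinetic read ex 525/em 598 nm.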
ATXN2 expr inh = Primary qHTS for Inhibitors of ATXN expression; HEK-293 ATXN2-luciferase reporter, luminescence, 24 h; Potency, µM (titrated, usually from 57 µM), inactives show top-dose activity change, negative = inhibition, hits mostly inhibitors; 0.72% of 360,000 active; AID 1745845, 2022; note: potency is the fitted concentration of half-maximal effect; % is set by controls: 0 for no effect and ±100 for the full control effect; nearly all actives have a fitted effect of over 55% in size
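ATXN2-luciferase reporter cells (luciferase flanked by upstream and downstream ATXN2 gene portions) were treated 24 h at 37 °C with compounds at up to 57 uM. SteadyGlo luminescence gave expression; GF-AFC fluorescence gave viability.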
IL1B secr inh = qHTS for Inhibitors of Inflammasome Signaling: IL-1-beta AlphaLISA Primary Screen; THP-1 LPS/ATP IL-1B secretion, AlphaLISA, 16 h; stronger effect = lower value; activity change, % at 57.5 µM; 4.7% of 360,000 active; AID 743279, 2014; in the data active = activity change below about -50%; inconclusive = mostly about -30% to -49%; note: % is set by controls: 0 for no effect and ±100 for the full control effect
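Secreted IL-1B measured by AlphaLISA bead assay after 16 h compound exposure of THP-1 cells; compounds (final up to 57.5 uM) added 1 h before LPS (250 ng/mL) and ATP (1.25 mM) stimulation; lower signal means less secretion.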
Numbers without * were called inactive; i = inactive; ? = inconclusive; nt = no result given; ! = not confirmed by another sample; [ ] = dose if it differs, or a comment. Unless noted, calls come from the whole dose curve; as a rule, active = well fitted curve in the direction sought with a large enough effect; inconclusive = small, poorly fitted or top-dose-only effect, or another doubt; inactive = no such curve, though single readings can be large; an effect the other way counts as inactive or inconclusive.

Structure	KB-3-1 cytotox	MCF10A rerep	HT1080 IDH1KD tx	HT1080NT lethal	SW480 rerep	KB-V1 MDR tox	WRN helicase inh	ATXN2 expr inh	IL1B secr inh
COc1ccc(C(=O)NC(=S)NCc2ccco2)cc1Br	4%	-5%	-25%	-15%	-5%	?	-14%	0%	i
CCc1nnc(NC(=O)c2nc(S(=O)(=O)Cc3ccc(C)cc3)ncc2Cl)s1	16µM*!	1.3µM*	15µM*	18µM*	93%	?	-15%	?	-102*
CCCCn1c(SCC(=O)Nc2ccc3c(c2)CCC3)nc2ccccc2c1=O	-29%	?	-1%	-2%	1%	6%	-4%	3%	2
O=C(CSc1nnc(-c2ccccc2F)o1)OCc1ccccc1	0%	?	-2%	?	?	-1%	-2%	0%	-17
O=C(C1=C(O)C(=O)N(Cc2ccco2)C1c1cccnc1)c1cc2ccccc2o1 (centres undefined)	13%	-4%	5%	14%	-11%	23%	-32%	0%	28
COC(=O)CCC(=O)Nc1cccc2ccccc12	9%	5%	-1%	1%	1%	-5%	4%	6%	22
CSCC[C@H](N)C(=O)NC[C@H]1O[C@@H](n2cnc3c(N)ncnc32)[C@H](O)[C@@H]1O	3%	-2%	1%	4%	12%	10%	7%	-9%	-2
CCc1nccn1S(=O)(=O)c1ccccc1[N+](=O)[O-]	1%	-2%	6%	2%	1%	?	-5%	10%	5
CCOC(=O)C(Cc1ccccc1)c1ccnc2nc(N)nn12 (centres undefined)	1%	0%	4%	-1%	-17%	3%	5%	nt	40
COC(=O)c1ccc(COC(=O)[C@@H]2CC(O)CN2S(=O)(=O)c2ccccc2[N+](=O)[O-])cc1 (some centres undefined)	10%	0%	-6%	-3%	-4%	-8%	-3%	-3%	-97*
CNS(=O)(=O)c1ccc(NC(=O)c2ccc(Cl)cc2Cl)cc1	10%	6%	6%	7%	-3%	4%	1%	1%	-23
O=[N+]([O-])c1cccnc1NCCc1c[nH]c2ccccc12	?	4%	7%	12%	0%	-7%	3%	61%[activator]	3
COCCNC(=S)N/N=C/c1c2ccccc2cc2ccccc12	-12%	15µM*	-16%	-17%	18µM*	-21%	-9%	2%	22
COc1cc(/C=N/NC(=O)c2ccc(COc3ccccc3Cl)o2)cc(Br)c1O	10%	7%	5%	8%	-12%	-12%	-32%	-7%	-5
Cc1cc(-n2cnnn2)cc(C)c1S(=O)(=O)N(C)c1ccccc1	24%	-7%	-13%	-17%	-21%	2%	-5%	3%	-26

Among those listed so far, these have an aryl thioether with sulfur outside any ring.
Structure	KB-3-1 cytotox	MCF10A rerep	HT1080 IDH1KD tx	HT1080NT lethal	SW480 rerep	KB-V1 MDR tox	WRN helicase inh	ATXN2 expr inh	IL1B secr inh
CCCCn1c(SCC(=O)Nc2ccc3c(c2)CCC3)nc2ccccc2c1=O	-29%	?	-1%	-2%	1%	6%	-4%	3%	2
O=C(CSc1nnc(-c2ccccc2F)o1)OCc1ccccc1	0%	?	-2%	?	?	-1%	-2%	0%	-17

New compounds follow
Structure	KB-3-1 cytotox	MCF10A rerep	HT1080 IDH1KD tx	HT1080NT lethal	SW480 rerep	KB-V1 MDR tox	WRN helicase inh	ATXN2 expr inh	IL1B secr inh
O=C(c1ccccc1)C1CC1c1ccccc1 (centres undefined)	?	nt	5%	0%	nt	2%	-2%	nt	-30
CCOC(=O)c1c(C)oc2cc(Cl)c(O)c(CN(C)C)c12	4%	-1%	-5%	10%	1%	-2%	-6%	60%[activator]	-16
CCOC(=O)Cc1ccc(Nc2nc(NC)nc3ccsc23)cc1	0%	nt	?	?	nt	?	-11%	-16%	-12
Cc1nc(CN(C)C(=O)c2ccccc2OC2CCN(S(C)(=O)=O)CC2)cs1	11%	-46%[inhibitor]	14%	10%	5%	0%	2%	-17%	3
COc1cc(/C=C/C(=O)OCC(=O)c2ccc(S(=O)(=O)N3CCCCC3)cc2)cc(OC)c1OC	11%	4%	1%	1%	?	14%	6%	-5%	5
N#Cc1cc2ccccc2nc1SCc1cccnc1	8%	26%	-2%	2%	-1%	?	-1%	9%	0
CC(CCc1ccc(O)cc1)NCCC(c1ccccc1)c1ccccc1 (centres undefined)	?	8%	21µM*	21µM*	?	?	9%	?	-30
CN(C)c1cc[n+](CC(=O)c2ccc(-c3ccccc3)cc2)cc1	?	10%	16µM*	8.2µM*	4%	12%	2%	2.8µM*	?
O=c1c2cn[nH]c2[nH]c(=S)n1-c1ccccc1F	-6%	-14%	-2%	17%	-4%	-14%	5%	1%	-7
CC(=O)N1c2ccccc2N(Cc2ccc([N+](=O)[O-])cc2)C(=O)C1(C)C	-15%	15%	4%	3%	1%	-2%	2%	3%	-3
Cc1ccc(/C=N/N=C2/NC(=O)C(CC(=O)Nc3ccc(Cl)cc3)S2)o1 (centres undefined)	7%	4%	-9%	0%	?	-5%	-1%	5%	10
CCC(c1nc2ccccc2c(=O)n1-c1nc2ccccc2s1)N1C(=O)c2ccccc2C1=O (centres undefined)	?	-50%[inhibitor]	-7%	-7%	7.3µM*	3.7µM*	-5%	-4%	-5
CC1(C(=O)NCC2CC2)CCN1C(=O)C/C=C/c1ccccc1 (centres undefined)	0%	nt	11%	14%	nt	4%	0%	4%	16
CC1Cc2ccccc2N1Cc1nc2scc(-c3cccs3)c2c(=O)[nH]1 (centres undefined)	10%	7%	7%	2%	1%	-2%	-9%	-1%	-4
NC(=S)NN=C1c2ccccc2-c2ccccc21	-1%	-1%	-7%	-8%	-19%	0%	2%	nt	-15
Cc1ccccc1-c1ccccc1N	4%	22%	13%	14%	-2%	4%	-2%	23%	16
COc1ccc(NC(=O)C2CCN(C(=O)C3CC(=O)N(c4ccc(C)cc4)C3)CC2)c(OC)c1 (centres undefined)	0%	-35%	-1%	5%	-26%	-6%	3%	11%	-13
CSc1ncnc2c1ncn2CCCNCc1ccc2c(c1)OCO2	17%	nt	7%	-6%	nt	?	-2%	6%	12
COc1ccc(C=O)cc1COc1ccc([N+](=O)[O-])c(C)c1	-1%	?	?	?	15µM*	-16%	-4%	6%	15
COC(=O)C1CCCN1S(=O)(=O)c1ccc([N+](=O)[O-])cc1 (centres undefined)	-15%	1%	8%	0%	8%	-5%	5%	-9%	36
CCOC(=O)c1sc2nc(C)[nH]c(=O)c2c1C	-2%	2%	1%	-1%	-2%	-4%	2%	nt	-17
CCN(CC)c1ccc(NC(=O)CN2CCN(c3ccccn3)CC2)cc1	-2%	5%	4%	2%	-23%	-25%	0%[57.1 µM]	0%	3
COc1cc(C(=O)Oc2ccccc2)ccc1OCc1c(C)noc1C	18%	8%	11%	4%	-5%	2%	-1%	3%	26
CCOc1ccc(NC(=O)C2CCCN(S(=O)(=O)c3c(C)nn(C)c3C)C2)cc1 (centres undefined)	-17%	0%	-3%	-8%	22%	-2%	-4%	-5%	35
CC(C)n1c(CN(C)Cc2ccccc2)nc2c1c(=O)n(C)c(=O)n2C	-29%	?	?	-9%	-5%	?	3%	?	3
CCCCCC(=O)Nc1ccc(-c2csc(N)n2)cc1	6%	?	?	?	1%	-4%	?	17%	-76*
COc1ccc(CNC(C)C23CC4CC(CC(C4)C2)C3)c(OC)c1OC (centres undefined)	-5%	?	-13%	-22%	?	7%	-2%	nt	?
O=C(COC(=O)CCSc1ccc(Cl)cc1)NCc1ccc(Cl)cc1	0%	?	20%	7%	-1%	?	-1%	-7%	22
CCC(C)(CC(=O)N(C)CCC#N)c1ccccc1 (centres undefined)	-9%	10%	16%	7%	-19%	15%	5%	3%	-1
CC(=O)c1ccc(OCCCC(=O)Nc2ccc(Cl)c(S(=O)(=O)N3CCOCC3)c2)cc1	?	17%	-17%	-5%	4%	-3%	-2%	nt	29
O=C(CSc1nnc(CNc2ccc(F)cc2)n1Cc1ccco1)N1CCCC1	16%	4%	-7%	-3%	0%	?	1%	0%	-11
CC(=O)N(CN1C(=O)c2ccc([N+](=O)[O-])cc2C1=O)c1cccc(C(=O)O)c1	?	-5%	0%	10%	-15%	5%	-2%	0%	0
O=C(NC1CC1)C1=C[C@@H](c2ccc3c(c2)OCO3)C[C@@H](OCCCCO)O1	10%	3%	7%	8%	-19%	11%	-1%	13%	3
O=C(Nc1cccc(N2CCCC2)c1)c1cccs1	-13%	9%	-3%	-18%	8%	-12%	4%	-5%	15
COc1ccc(S(=O)(=O)Nc2ccc3c(c2)C(=O)N([C@H](C)CO)C[C@H](C)[C@@H](CN(C)C(=O)NC2CCCCC2)O3)cc1	8%	0%	1%	2%	-3%	17%	11%	4%	-10
